# Assay outcomes deposited in PubChem BioAssay by several laboratories.
# RmlCD inh 1536: M. tuberculosis RmlC/RmlD inhibition; RmlC+RmlD coupled enzyme assay, percent inhibition; primary screen in compound mixtures; inhibition, % at 3.6 µM; actives 0.03% (n = 160,000); in the data active = inhibition mostly above about 34%, no sharp cut-off; inconclusive = no clear call, values can overlap the other calls; inactive = mostly below about 22%; note: some results filed as inactive read as strong as hits
# Target sequence (P9WH09 whole entry, looked up): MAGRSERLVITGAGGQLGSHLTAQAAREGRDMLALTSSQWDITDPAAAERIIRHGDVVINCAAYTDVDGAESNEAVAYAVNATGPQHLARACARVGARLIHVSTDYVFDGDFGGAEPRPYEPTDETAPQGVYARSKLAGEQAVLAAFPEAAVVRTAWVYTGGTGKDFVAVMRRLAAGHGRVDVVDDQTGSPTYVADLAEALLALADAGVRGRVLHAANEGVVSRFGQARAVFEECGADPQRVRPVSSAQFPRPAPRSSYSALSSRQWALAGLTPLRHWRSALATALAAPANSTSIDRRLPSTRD
# Target sequence (P9WH11 whole entry, looked up): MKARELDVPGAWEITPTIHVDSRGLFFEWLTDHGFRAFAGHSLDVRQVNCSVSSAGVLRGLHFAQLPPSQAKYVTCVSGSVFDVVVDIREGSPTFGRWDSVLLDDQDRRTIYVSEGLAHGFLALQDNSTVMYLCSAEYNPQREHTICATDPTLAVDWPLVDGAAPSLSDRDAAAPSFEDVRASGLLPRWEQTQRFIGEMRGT
# GlmU inhibition: inhibition of mycobacterial GlmU enzyme – biochemical, glucosamine-1-phosphate acetyltransferase (AID 1376); M. tuberculosis GlmU acetyltransferase enzyme assay; higher % means a stronger effect; one-dose inhibition, %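 (tested at 30 µM in the primary screen)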; IC50 in µM for titrated hits; actives 0.25% (n = 220,000); in the data active = inhibition above about 13%; inconclusive = no clear call, values can overlap the other calls;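 note: 0% = complete reaction with vehicle and 100% = reaction without substrate; strong numbers were not always called active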
# * hit, by the source's call; ? = inconclusive; . = no result given.
cpd	SMILES	RmlCD inh 1536	GlmU inhibition
1	Cc1cc(C)cc(OCC(=O)Nc2nonc2NC(=O)COc2cc(C)cc(C)c2)c1	3	2.1%
2	COC(=O)c1ccc(CNCC(=O)Nc2ccc(C(=O)OC)cc2)cc1	9	-1.0%
3	CC1CCCCN1C(=O)CSCC(=O)Nc1nc(-c2cccs2)cs1 (configuration not stated)	1	-4.8%
4	O=C(Cn1cc2c(n1)CCCC2)NCc1cccc(Cl)c1	8	-0.8%
5	Cc1cc(C)c(C(=O)CN2CCOCC2)c(C)c1	.	5.0%
6	O=c1[nH]c(/C=C/c2ccc3c(c2)OCO3)c([N+](=O)[O-])c(=O)[nH]1	-8	-3.8%
7	O=C(CCc1nnc(COc2ccccc2)o1)NCc1ccccc1C(F)(F)F	11	6.1%
8	O=C(c1cccc(Cl)c1)N1CCN(Cc2c[nH]c3ccccc23)CC1	-10	7.6%
9	COc1cccc(NC(=O)CNC(=O)c2ccc(F)cc2)c1	12	-2.9%
10	COCCCn1c(SCC(=O)NC(C)C)nnc1-c1ccccc1	26	4.0%
11	Cc1ccc(-n2cnnn2)c2cccnc12	10	-0.6%
12	C#CCn1c(=NC(=O)c2ccco2)sc2cccc(Cl)c21	.	0.1%
13	CCN(CC)CCN(C(=O)c1ccc([N+](=O)[O-])cc1)c1nc2ccc(OC)cc2s1	13	3.5%
14	CC(C)C[C@H](NC(=O)[C@@H]1Cc2ccccc2CN1C(=O)OC(C)(C)C)C(=O)NCC1CCC(C(=O)O)CC1 (some centres not stated)	.	0.9%
15	COc1ccc2c(c1)CCc1c(C(=O)NCc3ccc(F)cc3)noc1-2	-5	1.7%
16	Cc1cccc(-n2c(=O)cc(N3CCN(c4ccc(F)cc4)CC3)[nH]c2=O)c1	-3	1.2%
17	COCCn1nnnc1CN1CCSCC1	12	1.8%
18	CC(=O)OCc1nc2sc(C)c(C)c2c(=O)[nH]1	.	-2.8%
19	Cc1ccccc1C(=O)Nc1ccc(S(=O)(=O)Nc2onc(C)c2C)cc1	4	-3.3%
20	CC(C)(C)c1ccc(C(=O)NNC(=O)c2cccc(-n3cnnn3)c2)cc1	9	2.8%
21	CN1CCN(C(=O)c2ccccc2Nc2ccc(SC(F)F)cc2)CC1	-12	1.7%
22	CCCOc1ccc(C(=O)NCc2ccco2)cc1	.	-1.1%
23	Cc1nc(S/C(=C\c2ccc(OCc3ccccc3Cl)cc2)C(=O)O)n[nH]1	.	6.4%
24	O=C(CSc1nc2ccccc2c(=O)n1CC1CCCCC1)N1CCOCC1	.	-5.2%
25	COc1cc2[nH]c(=O)n(-c3ccc(C)cc3)c(=O)c2cc1OC	4	.

# A few values from the entries so far:
# entry 20 @ GlmU inhibition = 2.8%
# entry 11 @ RmlCD inh 1536 = 10

# Three structures already listed, sorted by heavy-atom count, lowest first.
cpd	SMILES	RmlCD inh 1536	GlmU inhibition
15	COc1ccc2c(c1)CCc1c(C(=O)NCc3ccc(F)cc3)noc1-2	-5	1.7%
23	Cc1nc(S/C(=C\c2ccc(OCc3ccccc3Cl)cc2)C(=O)O)n[nH]1	.	6.4%
24	O=C(CSc1nc2ccccc2c(=O)n1CC1CCCCC1)N1CCOCC1	.	-5.2%

# Going on with the list.
cpd	SMILES	RmlCD inh 1536	GlmU inhibition
26	Cc1ccccc1-n1c(SC(C)C(=O)N2CCN(C)CC2)nc2ccccc2c1=O (configuration not stated)	8	.
27	Cn1c(SCC(=O)Nc2ccccc2[N+](=O)[O-])nnc1C(F)(F)F	6	-3.2%
28	Cc1cccc(NC(=O)c2cc3ccccc3nc2C)c1	-13	-1.1%
29	CC(NC(=O)C1CCCN1S(=O)(=O)c1ccc2c(c1)n(C)c(=O)c(=O)n2C)c1ccccc1 (configuration not stated)	.	-1.9%
30	CCOc1ccc(NC2=NCC(=O)N2Cc2cccs2)cc1	3	3.6%
31	CCC(C)[C@H](NC(=O)OC(C)(C)C)c1nnc(SCc2c(C)[nH]c(=O)[nH]c2=O)o1 (some centres not stated)	.	3.1%
32	Cc1cccc(C(=O)NCCCN2CCCC2=O)c1	-9	2.8%
33	O=C(O)c1ccc(NCc2ccc(Br)cc2)cc1	-8	2.9%
34	CC(=O)c1c(C(C)=O)c(C)n(C(c2ccccc2)c2ccccc2)c1C	5	4.3%
35	CC(C)C1N(C(=O)CN2CCCCC2)CCN1S(=O)(=O)c1ccccc1 (configuration not stated)	.	-10%
36	CCOc1ccc(C(C)NC(=O)C2CCCC2)cc1 (configuration not stated)	.	-0.2%
37	CC(C)(C)OC(=O)N1CCC2(CC1)Oc1ccc(F)cc1C(=O)C21CC(c2ccc(Cl)cc2)=NO1 (configuration not stated)	.	-5.9%
38	CC(C)n1c(C(O)c2ccc3c(c2)OCO3)nc2ccccc21 (configuration not stated)	8	5.5%
39	CC(C)N1CCN(Cc2ccccc2-c2ccco2)CC1CCO (configuration not stated)	2	6.2%
40	Cc1noc(C)c1CSCC(=O)OCc1nc2ccccc2c(=O)n1CC#N	-7	2.8%
41	CC(C)CCOc1ccc(C(=O)N2CCCC2C(=O)O)cc1 (configuration not stated)	-2	4.7%
42	Brc1ccc(OCCCCCN2CCOCC2)cc1	7	1.3%
43	COC(=O)c1ccccc1NC(=O)CSc1[nH]c(=O)cc(C)c1C#N	4	-2.9%
44	COc1cccc2c(=O)c3cccc(N)c3[nH]c12	-4	5.6%
45	O=C(Nc1ccccc1N1CCOCC1)C1CCN(S(=O)(=O)c2ccccc2F)CC1	3	1.5%
46	O=C(Cn1c(C(F)(F)F)nc2ccccc21)NCCCN1CCOCC1	.	1.0%
47	CCOC(=O)c1c(C)[nH]c(C(=O)OCC(=O)c2c(N)n(C)c(=O)n(C)c2=O)c1C	.	0.7%
48	O=C(Nc1ccc(Br)cn1)c1coc(=O)c(Br)c1	-23	-3.4%
49	CCN=c1scc(-c2ccccc2)n1/N=C/c1ccccn1	8	5.2%
50	CCN1CCN(CC(=O)N2N=C(c3ccc(OC)cc3)CC2c2ccc(OC)cc2)C(=O)C1=O (configuration not stated)	-8	2.1%

# Additional results follow:
cpd	SMILES	RmlCD inh 1536	GlmU inhibition
51	COc1cc(CCC(=O)OCC(=O)NC2CCCC(C)C2C)cc(OC)c1OC (configuration not stated)	-13	-4.2%
52	Cc1ccc(C)c(NC(=O)c2ccc[n+](Cc3ccc([N+](=O)[O-])cc3)c2)c1	6	-7.0%
53	N/C(Cc1ccc(Cl)cc1Cl)=N\OC(=O)Cc1cccs1	0	3.2%
54	O=C(CSCc1ccccc1Br)NC1CC1	?	5.9%
55	Cc1ccc(N2C(=O)[C@@H]3C(C(=O)CN4C(=O)c5ccccc5C4=O)=NN[C@@H]3C2=O)c(C)c1	-6	3.2%
56	COc1ccc(-c2cc(-c3ccccc3)[n+](C)c(-c3ccccc3)c2)cc1	5	2.0%
57	CCOc1cc(C(=O)N2CCCC2)cc(OCC)c1OCC	10	-4.1%
58	CC(C)c1nc(Cl)c(C#N)c2c1CSC(C)(C)C2	.	3.6%
59	CC(NCc1ccc2c(c1)OCO2)C(=O)N1CCc2ccccc21 (configuration not stated)	-5	2.5%
60	O=C(Nc1ccc(N2CCCC2)c(S(=O)(=O)Nc2cccc(C(F)(F)F)c2)c1)c1cccs1	2	3.1%
61	CC(C)(C)NC(=O)CN(C(=O)CCN1CCCc2ccccc21)C(C)(C)C	-6	-0.6%
62	CCOCC(=O)Nc1nnc(SCCOC)s1	10	0.5%
63	CC1CCCCC1NC(=O)CC1Oc2ccccc2NC1=O (configuration not stated)	.	-2.6%
64	CCc1ccc2oc(-c3cc(N)ccc3Cl)nc2c1	-7	-1.6%
65	COC(=O)NNC(=S)NCc1ccc(C)cc1	-9	2.7%
66	CSc1nc(N(C)CCO)c2sc3nc(-c4ccco4)c4c(c3c2n1)CCC4	.	1.7%
67	OCC1(Cc2cccc(Cl)c2)CCCN(Cc2ccc3cc(F)ccc3n2)C1 (configuration not stated)	.	0.2%
68	O=C(NN=C1CCCCC1)c1ccccc1OCc1ccc(F)cc1	-10	-2.2%
69	CCOc1ccc2[nH]c(=O)c(CN(Cc3ccco3)C(=O)c3ccc(Br)cc3)cc2c1	-1	2.6%
70	COC(=O)c1ccc(C(=O)OC)c(NC(=O)CSc2cccc[n+]2[O-])c1	-7	3.6%
71	COc1cc(-c2cc(C(F)(F)F)n3ncc(C(=O)O)c3n2)cc(OC)c1OC	11	-5.1%
72	COc1cc(OC)c(C(=O)CCC(=O)O)cc1OC	4	-1.5%
73	CCCC(=O)N=c1sc2cccc(F)c2n1C	5	-0.1%
74	CCOC(=O)/C(C)=N/NC(=O)c1cccc([N+](=O)[O-])c1	-6	2.7%
75	CN1CCC=C(C(=O)N2c3ccccc3Sc3ccc(Cl)cc32)C1	1	5.4%

# Following part.
cpd	SMILES	RmlCD inh 1536	GlmU inhibition
76	CCN(CC)S(=O)(=O)c1ccc(NC(=O)COC(=O)c2ccc(NC(=O)CC#N)cc2)cc1	.	1.1%
77	O=C1CN(C(=O)CSc2nnc3ccccn23)c2ccccc2N1	10	-0.2%
78	Cc1cc(NC(=O)CSc2nnc(Nc3ccccc3F)s2)no1	16	-0.1%
79	O=C(O)c1ccccc1C(=O)c1cccs1	11	5.8%
80	CCCCS/C(N)=N/N=C/c1cc(C)ccc1O	8	0.2%
81	C(=C\c1ccccc1)/CNn1cnnc1	-2	2.3%
82	Nc1nonc1-c1noc(COc2ccccc2Cl)n1	.	-0.3%
83	CCC(C)NC(=O)C1CCN(C(=O)N(C)C)CC1 (configuration not stated)	9	-0.3%
84	CC(C)=C1C(=O)NN(c2cccc(Cl)c2)C1=O	.	3.0%
85	CC(OC(=O)C1COc2ccccc2O1)C(=O)N(C)c1ccccc1 (configuration not stated)	.	-0.4%
86	CCOc1ccc(-c2nc(N)nc(C)c2-c2ccc(OC)c(OC)c2)c(O)c1	0	1.0%
87	Cc1cc(C(=O)COC(=O)CCc2nc3ccccc3s2)c(C)n1C	.	-4.7%
88	CC(C)CN1CCN(Cc2ccc(CN3CCCCC3)s2)CC1CCO (configuration not stated)	15	-0.6%
89	NS(=O)(=O)c1ccc(O)c(N2C(=O)c3cccc4c(C(=O)c5ccccc5)ccc(c34)C2=O)c1	-1	-7.0%
90	COC(=O)Cc1c(C)c2ccc(OCC(=O)N(C)C)cc2oc1=O	11	-1.8%
91	CC(NC(=O)CCc1ccc(S(=O)(=O)NC2CCCCC2)cc1)c1ccccc1 (configuration not stated)	9	-3.4%
92	Cc1ccc(C)c(N2N=C(C(=O)Nc3nccs3)CCC2=O)c1	-8	1.4%
93	COc1ccc(C(CCN2CCCCC2)c2c(OC)cc(OC)c3c(-c4ccccc4)cc(=O)oc23)cc1 (configuration not stated)	-4	-6.6%
94	CCCc1cc(=O)[nH]c(SC(CC)C(=O)Nc2ccccc2C#N)n1 (configuration not stated)	17	0.5%
95	Cc1nc(Cl)c(S(N)(=O)=O)c(C)c1Cl	7	2.8%
96	COc1cc2c(cc1OC)C(C1C(=O)CCCC1=O)N(C(=O)CCl)CC2 (configuration not stated)	-9	6.0%
97	Cn1c(SCc2ccccc2Cl)nc2ccccc21	-5	1.4%
98	O=C(NC(=S)Nc1cccc(F)c1)c1cccc([N+](=O)[O-])c1	.	-5.3%
99	O=C(COC(=O)[C@H](Cc1ccccc1)NC(=O)c1cccs1)Nc1cc(F)ccc1F	.	2.7%
100	Cc1nn(C)cc1S(=O)(=O)NC1CCCC1	7	-5.7%

# Further compounds.
cpd	SMILES	RmlCD inh 1536	GlmU inhibition
101	Cc1nn(-c2ccccc2)nc1CNC(=O)C(C)Cc1ccccc1 (configuration not stated)	.	1.6%
102	O=C(CSc1ncccc1C(=O)O)NCCC1=CCCCC1	.	-1.1%
103	COc1ccc(C(=O)N/N=C(\C)CC(=O)Nc2cccc(C(F)(F)F)c2)cc1	12	-5.2%
104	C=C(C)CSc1nc2c(c(=O)[nH]c(=O)n2C)n1CCC(C)C	4	-1.2%
105	Cc1cccnc1CN1CCN(Cc2nc(C(c3ccccc3)c3ccccc3)no2)CC1	-4	-1.4%
106	COc1c(C)cc(C(=O)C2CCCN(C(=O)c3snnc3C)C2)cc1C (configuration not stated)	.	1.0%
107	COc1ccccc1N(CC(=O)NC1CCCC1)C(=O)c1cnn(C(C)C)c1	.	4.8%
108	CCCS(=O)(=O)N1CCCC(C(=O)N2CCN(C(=O)OCC)CC2)C1 (configuration not stated)	42	2.9%
109	Cc1cc2cc(CCNC(=O)c3ccc(S(=O)(=O)N4CCOCC4)cc3)c(=O)[nH]c2cc1C	4	-0.2%
110	Fc1ccc(-c2nnc(CSc3nnc(-c4cccs4)o3)o2)cc1	5	3.2%
111	C=CCn1cc(/C=N/N2C(=O)C3C4C=CC(C4)C3C2=O)c2ccccc21 (configuration not stated)	0	-2.3%
112	COc1ccc(C2=NOC(CNC(N)=S)C2)cc1 (configuration not stated)	3	6.8%
113	Cc1ccc(-c2csc(N(CC3CCCO3)C(=O)c3ccco3)n2)cc1 (configuration not stated)	.	5.4%
114	COC(=O)C1=C(NC(=O)c2cccs2)CCS1	.	-6.4%
115	FC(F)(F)c1ccc(-c2noc(CN3CCCN(C4CCCCC4)CC3)n2)cc1	.	-7.1%
116	CCOC(=O)/C(C#N)=C/Nc1ccsc1C(=O)OC	-6	3.2%
117	O=C(NC1CCCC1)C(c1cccs1)N(C(=O)c1ccco1)c1ccc2c(c1)OCCO2 (configuration not stated)	8	-3.4%
118	COc1ccc(Cc2nnc(NS(=O)(=O)c3ccccc3)s2)cc1	12	-4.2%

# Whole records, looked up by structure:
# `COc1c(C)cc(C(=O)C2CCCN(C(=O)c3snnc3C)C2)cc1C` (configuration not stated) is listed with RmlCD inh 1536: .; GlmU inhibition: 1.0%
# `Cc1cc2cc(CCNC(=O)c3ccc(S(=O)(=O)N4CCOCC4)cc3)c(=O)[nH]c2cc1C` is listed with RmlCD inh 1536: 4; GlmU inhibition: -0.2%

# Not all compounds are listed (hit frequency here may not be typical).
